PGK inhibitor: qHTS Assay to Find Inhibitors of Phosphoglycerate Kinase | Phosphoglycerate kinase, glycosomal (Trypanosoma brucei brucei), P07378 | PGK/GAPDH coupled, Kinase-Glo luminescence, 60 min | Potency, µM (highest dose often 57.5 µM), without a hit: at the top dose activity change, negative = inhibition, actives largely listed as inhibitors | hit rate 0.043% among 380,000 | AID 602233, 2012; also: potency is read from the fitted curve at half-maximal effect; % is scaled to controls: 0 for no effect and ±100 for the full control effect; nearly all actives have a fitted effect of over 60% in size
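Recombinant glycosomal PGK reaction used 1,3-bisphosphoglycerate generated in-well by GAPDH (100nM final) in 100mM TEA pH 7.6, 5mM MgCl2, 0.01% Tween-20. After 60 minutes at room temperature, ATP was read by Kinase-Glo Plus luminescence end-point.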
Pin1 inhibitor: qHTS Assay to Find Inhibitors of Pin1. Pin1 FP peptide displacement, HiFluor488, 10 min. Potency, µM (titrated, usually from 115 µM), for inactives: top-dose activity, negative = inhibition, most hits filed as inhibitors. hit rate 0.009% among 390,000. AID 504891, 2011; active = well fitted inhibition curve with a large enough effect in the polarisation, with a control signal flat, not every such curve was filed as active; inconclusive = small, poorly fitted or top-dose-only effect, or effect the other way, or a change in a side signal; inactive = no such curve, though single readings can be large or run the other way; the % refers to the polarisation; also: potency is read from the fitted curve at half-maximal effect; % is scaled to controls: 0 for no effect and ±100 for the full control effect
Target sequence (Q13526 whole entry, looked up): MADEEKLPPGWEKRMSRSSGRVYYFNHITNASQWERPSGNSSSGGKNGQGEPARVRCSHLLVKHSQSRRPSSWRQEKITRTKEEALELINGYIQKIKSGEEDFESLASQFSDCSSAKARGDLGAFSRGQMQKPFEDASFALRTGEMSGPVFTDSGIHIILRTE
HP1b chromo inh: HTS for Inhibitors of HP1-beta Chromodomain Interactions with Methylated Histone Tails; AlphaScreen HP1-beta / biotin-H3K9me3 peptide binding; hit rate 0.56% among 390,000; AID 540317, 2011; Potency, µM (series often up to 114 µM), without a hit: at the highest dose activity change, negative = inhibition, hits mostly inhibitors; Chromobox protein homolog 1 (Homo sapiens), P83916; also: potency is read from the fitted curve at half-maximal effect; nearly all actives have a fitted effect of over 70% in size; inactives centre near 23
Target sequence (P83916 whole entry, looked up): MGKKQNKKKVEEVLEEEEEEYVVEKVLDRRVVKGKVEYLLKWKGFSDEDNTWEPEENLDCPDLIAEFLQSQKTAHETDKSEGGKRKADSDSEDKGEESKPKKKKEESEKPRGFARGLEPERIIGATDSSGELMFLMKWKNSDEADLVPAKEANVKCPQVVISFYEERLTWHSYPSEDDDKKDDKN
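Compound inhibition of the preformed complex between 50 nM HP1-beta and 50 nM biotinylated H3K9me3 peptide was read by AlphaScreen. Buffer was PBS pH 7.4 with 0.01% Tween-20. Incubations ran 30 min at room temperature, with 10 ug/mL donor/acceptor beads.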
USP1-UAF1 inh: Inhibitors of USP1/UAF1: Primary Screen; hit rate 0.23% among 390,000; recombinant USP1/UAF1, Ub-Rhodamine cleavage fluorescence; Potency, µM (doses to about 57.1 µM), inactives show at the highest dose activity change, negative = inhibition, actives largely listed as inhibitors; also: potency is read from the fitted curve at half-maximal effect; % is scaled to controls: 0 for no effect and ±100 for the full control effect; nearly all actives have a fitted effect of over 60% in size; inactives centre near -12
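In this screen, compounds sit with the deubiquitinase complex (1nM) for 15 min at room temperature before Ub-Rho is added at 150nM final. Fluorescence rise is then followed for 6 reads every 60 seconds.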
rTrxR1 inhibitor: qHTS Assay for Inhibitors of Mammalian Selenoprotein Thioredoxin Reductase 1 (TrxR1): qHTS; Thioredoxin reductase 1, cytoplasmic (Rattus norvegicus), O89049; recombinant rTrxR1, NADPH fluorescence consumption, selenite substrate; Potency, µM (doses to about 114 µM), without a hit: at the top dose activity change, negative = inhibition, actives largely listed as inhibitors; hit rate 1% among 390,000; AID 588453, 2011; also: potency is read from the fitted curve at half-maximal effect; % is scaled to controls: 0 for no effect and ±100 for the full control effect; nearly all actives have a fitted effect of over 65% in size
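Rat TrxR1 (90 nM in the dispensed reagent) was pre-reduced with 400 uM NADPH for 5 min at room temperature, then incubated with compound for 15 min. After 400 uM selenite was added, NADPH fluorescence (Ex 340/Em 450 nm) was followed for 8 min.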
TrxR1 substrate: qHTS Assay for Substrates of Mammalian Selenoprotein Thioredoxin Reductase 1 (TrxR1): qHTS | AID 588456, 2011 | Thioredoxin reductase 1, cytoplasmic (Rattus norvegicus), O89049 | Potency, µM (series often up to 114 µM), for the others: at the top dose activity change, negative = substrate turnover | hit rate 0.01% among 390,000 | purified TrxR1 substrate turnover, NADPH consumption readout; also: potency is read from the fitted curve at half-maximal effect; % is scaled to controls: 0 for no effect and ±100 for the full control effect; nearly all actives have a fitted effect of over 50% in size
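Rat TrxR1, dispensed at 90 nM, was prereduced with 400 uM NADPH (final) for 5 min at ~22 deg C, then incubated with compound 15 min before 400 uM selenite. A first-read NADPH fluorescence drop versus no-compound background flagged substrates.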
mIDH1 inhibitor: qHTS for Inhibitors of mutant isocitrate dehydrogenase 1 (IDH1): qHTS. hit rate 0.093% among 390,000. IDH1-R132H enzyme, NADPH consumption, diaphorase/resazurin fluorescence. AID 602179, 2012. Isocitrate dehydrogenase [NADP] cytoplasmic (Homo sapiens), O75874. Potency, µM (titrated, usually from 76.6 µM), inactives show at the top dose activity change, negative = inhibition, actives largely listed as inhibitors; also: potency is read from the fitted curve at half-maximal effect; % is scaled to controls: 0 for no effect and ±100 for the full control effect; nearly all actives have a fitted effect of over 65% in size
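IDH1-R132H (0.5 ug/mL dispensed) in pH 7.5 Tris buffer was preincubated 30 min with compound, then given a substrate mix of 0.016 mM NADPH and 2 mM alpha-KG for 80 min at room temperature; remaining NADPH was read by diaphorase/resazurin fluorescence.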
PI4K2A block: qHTS for small molecular inhibitors of PI4K2A. Phosphatidylinositol 4-kinase type 2-alpha (Homo sapiens), Q9BTU6. purified PI4K2A, ADP-Glo luminescence, 1 h; hits give low values. activity change, negative = inhibition, % at 76.9 µM. hit rate 0.13% among 420,000. AID 1346378, 2018; in the data active = activity change below about -50%; inconclusive = mostly about -30% to -49%;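 also: -100% = wells without enzyme as full effect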
Target sequence (Q9BTU6 whole entry, looked up): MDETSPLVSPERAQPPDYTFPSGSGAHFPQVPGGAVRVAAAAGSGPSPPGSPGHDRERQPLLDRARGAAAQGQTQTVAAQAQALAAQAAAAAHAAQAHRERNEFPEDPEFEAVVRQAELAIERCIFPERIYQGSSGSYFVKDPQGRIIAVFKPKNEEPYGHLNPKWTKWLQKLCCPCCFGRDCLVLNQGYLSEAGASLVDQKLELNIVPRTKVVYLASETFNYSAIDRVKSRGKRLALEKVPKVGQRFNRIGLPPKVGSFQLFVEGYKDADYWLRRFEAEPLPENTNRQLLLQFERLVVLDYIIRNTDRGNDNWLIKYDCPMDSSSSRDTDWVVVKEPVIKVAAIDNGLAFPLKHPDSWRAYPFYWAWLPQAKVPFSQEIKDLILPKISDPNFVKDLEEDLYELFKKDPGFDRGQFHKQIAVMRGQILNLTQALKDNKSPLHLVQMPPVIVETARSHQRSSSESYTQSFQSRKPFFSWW
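PI4K2A activity was measured by ADP-Glo luminescence: enzyme (4 ug/mL stock) and phosphatidylinositol (1.2 mM stock) in Tris pH 7.5/MgCl2/EGTA/Triton X-100 buffer were reacted with ATP (300 microM stock) for one hour at ambient temperature.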
GLS inhibitor: qHTS for Inhibitors of Glutaminase (GLS); GLS enzymatic activity, qHTS titration; Potency, µM (doses to about 45.5 µM), for inactives: top-dose activity change, negative = inhibition, most hits filed as inhibitors; Glutaminase kidney isoform, mitochondrial (Homo sapiens), O94925; AID 624170, 2012; hit rate 0.21% among 410,000; also: potency is read from the fitted curve at half-maximal effect; % is scaled to controls: 0 for no effect and ±100 for the full control effect
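hKGA in 45 mM KH2PO4 (pH 8.2), 0.02% Tween-20 with compound, then 1mM L-Glutamine (stock as added) plus glutamate oxidase/HRP/Amplex red coupling mix. Fluorescence read initially and after 30 min at RT; signal change reflects glutamate formation.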
The depositor's hits bear a star; i = inactive; ? = inconclusive; . = not tested or not shown; & = joins results of further samples; [ ] = another dose, or the depositor's remark. Unless noted, calls follow the shape of the dose curve; as a rule, active = well fitted curve in the direction sought with a large enough effect; inconclusive = small, poorly fitted or top-dose-only effect, or another doubt; inactive = no such curve, though single readings can be large; an effect the other way counts as inactive or inconclusive. An excerpt; count on the stated rates, not on these rows.

SMILES | PGK inhibitor | Pin1 inhibitor | HP1b chromo inh | USP1-UAF1 inh | rTrxR1 inhibitor | TrxR1 substrate | mIDH1 inhibitor | PI4K2A block | GLS inhibitor
Cn1c(=O)[nH]c(=O)c2c1nc(CN1CCN(c3cccc(Cl)c3)CC1)n2Cc1ccccc1Cl | -4% | 0% | 40%[activator] | -26% | 19% | 5% | 1% | 1 | 1%
O=C(CNc1cc(S(=O)(=O)N2CCOCC2)ccc1N1CCCC1)Nc1ccc(Cl)cc1 | -4% | 2% | 0% | -9% | 13% | -7% | -17% | 2 | 11%
O=C(NCCN=C1NS(=O)(=O)c2ccccc21)c1ccc2nccnc2c1 | -11% | ? | 13% | -2% | -14% | -1% | -2% | -5 | -14%
CCOC(=O)c1cc(/C(C)=N/OC(=O)c2ccc(C(C)(C)C)cc2)on1 | -4% | 10% | 40%[activator] | -9% | 18% | -4% | -7% | 0 | -2%
Cc1ccc(C)c(Oc2c(C(F)(F)F)oc3c(CN4CCN(C)CC4)c(O)ccc3c2=O)c1 | -3% | -1% | -22% | -10% | 8%[57.1 µM] | -1%[57.1 µM] | 5% | -3 | 6%
O=C(Cc1ccccn1)c1ccc(O)cc1O | . | 4% | 23% | -23% | 7% | -7% | -2% | 2 | 5%
CCN1CCN(C(c2cccs2)C(C)NS(=O)(=O)c2ccc(C)cc2)CC1 (stereo unspecified) | . | 5% | 77%[activator] | -12% | 15% | 5% | 5% | -1 | -2%
Cc1ccc(-n2ncc3c(SCC(N)=O)ncnc32)cc1C | 0% | 16% | 55%[activator] | -1% | 6%[57.1 µM] | 7% | 4% | 2 | -4%
CCCNS(=O)(=O)c1ccc(N2CCCC2=O)c([N+](=O)[O-])c1 | -5% | 17% | ? | -6% | -1% | 1% | 3% | 6 | -6%
O=C(Cc1ccc(Br)cc1)Nc1ccc2[nH]ncc2c1 | -4% | -1% | 21% | -9% | 18%[57.1 µM] | -13% | 4% | -3 | -6%
COc1ccccc1C(=O)NCCCNC(=O)c1cnccn1 | -1% | 7% | -1% | 5% | 23% | 2% | 5% | 1 | 12%
Cc1ccc(-n2cc(-c3ccccc3)c3c(NN4CCOCC4)ncnc32)cc1 | i | 7% | -24% | -18% | -11% | -9% | -12% | -1 | 1%

Structures shown so far with a halogen (4):
SMILES | PGK inhibitor | Pin1 inhibitor | HP1b chromo inh | USP1-UAF1 inh | rTrxR1 inhibitor | TrxR1 substrate | mIDH1 inhibitor | PI4K2A block | GLS inhibitor
Cn1c(=O)[nH]c(=O)c2c1nc(CN1CCN(c3cccc(Cl)c3)CC1)n2Cc1ccccc1Cl | -4% | 0% | 40%[activator] | -26% | 19% | 5% | 1% | 1 | 1%
O=C(CNc1cc(S(=O)(=O)N2CCOCC2)ccc1N1CCCC1)Nc1ccc(Cl)cc1 | -4% | 2% | 0% | -9% | 13% | -7% | -17% | 2 | 11%
Cc1ccc(C)c(Oc2c(C(F)(F)F)oc3c(CN4CCN(C)CC4)c(O)ccc3c2=O)c1 | -3% | -1% | -22% | -10% | 8%[57.1 µM] | -1%[57.1 µM] | 5% | -3 | 6%
O=C(Cc1ccc(Br)cc1)Nc1ccc2[nH]ncc2c1 | -4% | -1% | 21% | -9% | 18%[57.1 µM] | -13% | 4% | -3 | -6%

Other records
SMILES | PGK inhibitor | Pin1 inhibitor | HP1b chromo inh | USP1-UAF1 inh | rTrxR1 inhibitor | TrxR1 substrate | mIDH1 inhibitor | PI4K2A block | GLS inhibitor
O=C(Nc1cc(C(F)(F)F)ccc1Cl)c1cc(-c2ccc3c(c2)OCCO3)on1 | i | -3% | 23% | -13% | 9% | 0% | -6% | -1 | 3%
COC(=O)C1(C(C[N+](=O)[O-])c2ccco2)C(=O)NCC1c1ccccc1 (stereo unspecified) | -3% | 19% | 18% | -8% | 13%[57.1 µM] | -3% | 6% | 0 | 0%
CC(C)OC(=O)c1nnc(Cc2ccc(F)cc2)o1 | -4% | -1% | 40%[activator] | -9% | 8%[57.1 µM] | 10%[57.1 µM] | 3% | 3 | -1%
C(=N\Nc1nc(N2CCCC2)nc(N2CCCC2)n1)/c1ccncc1 | 1% | -8% | 26% | -28% | 22%[57.1 µM] | 8%[57.1 µM] | -3% | 3 | 1%
O=C(CN1C(=O)C2CCCCC2C1=O)Nc1nccs1 (stereo unspecified) | i | -2% | 10% | ? | 22%[57.1 µM] | 7%[57.1 µM] | 10% | 1 | 8%
CCCc1cc(=O)oc2c(C)c(OCC(=O)NCCN3CCOCC3)ccc12 | i | 0% | 17% | -12% | 24% | 27% | 13% | 4 | -2%
CC(C)CC1C(=O)N(Cc2cn(Cc3ccco3)nn2)CCS(=O)(=O)N1Cc1ccc(-c2ccc(F)cc2)cc1 (stereo unspecified) | -6% | . | . | -5% | . | . | 3% | -5 | 0%
Oc1c(C(c2ccccn2)N2CCC(Cc3ccccc3)CC2)cc(Cl)c2cccnc12 (stereo unspecified) | 10% | 12% | ? | ? | 11%[57.1 µM] | 0%[57.1 µM] | -12% | -2 | -19%
COc1cc2c(cc1OC)[C@H](C)N(C(=O)NCc1ccccc1)CC2 | 7% | 1% | 8% | -3% | 4%[57.1 µM] | 8%[57.1 µM] | 0% | 0 | 1%
NC(=S)N/N=C/c1cc([N+](=O)[O-])ccc1OCCOc1ccccc1 | -3% | 2% | 36%[activator] | -16% | 9%[57.1 µM] | 8%[57.1 µM] | -1% | -1 | 0%
COc1ccccc1N1CCN(C(=O)Cn2ncc3c(=O)oc4ccc(C)cc4c32)CC1 | 3% | 9% | 37% | -24% | 10% | 1% | -10% | 1 | 2%
COc1ccccc1NC(=O)CN1CCCCC1 | -7% | -2% | 5% | -4% | 24%[57.1 µM] | 9%[57.1 µM] | -7% | -7 | 0%
CCn1c(SCC(=O)NC2CCCC2)nc2c(c1=O)SCC2 | 6% | . | . | -3% | . | . | 5% | 2 | 0%
COc1cccc(N2CC(NC(=O)c3cc4ccccc4o3)CC2=O)c1 (stereo unspecified) | -12% | -1% | -26% | -6% | 13%[57.1 µM] | 0%[57.1 µM] | 0% | 0 | -7%
Cc1ccc(S(=O)(=O)N2CCN(C)CC2)cc1C | -3% | -2% | 33% | -6% | 30% | -9% | -6% | 1 | -4%
COC(=O)Cn1cc(C(=O)OC)cc(Br)c1=O | -10% | -1% | 25% | -20% | 5% | -5% | 8% | 2 | -7%
Cc1ccc2nc(N3C(=O)C(O)=C(C(=O)c4ccco4)C3c3cccc(O)c3)sc2c1 (stereo unspecified) | -11% | 73%[activator] | -4% | ? | -17% | -9% | ? | -1 | ?
COc1ccc(/C=C/C(=O)N(C)CC(=O)Nc2cccc(F)c2)cc1S(=O)(=O)N1CCCCC1 | i | 1% | 13% | -13% | 7% | -5% | 4% | 2 | 1%
COc1ccc(N2CCOCC2)c(NC(=O)c2cc3ccccc3o2)c1 | 6% | ? | 5% | -12% | 9% | -5% | -7% | 1 | 13%
COc1ccc(COc2ccsc2C(=O)Nc2ccc(Cl)cc2)cc1 | -5% | 14% | 9% | -24% | 16% | 16% | -5% | 0 | -12%
Cc1ccc(N(CC(=O)N2CCN(c3ccc(F)cc3)CC2)S(=O)(=O)c2c(C)noc2C)cc1 | -12% | -8%&-4% | 20%&-1% | -33%&-25% | 19%&31% | 5%&8% | -3%&-14% | -1&-13 | 13%&9%
CC(C)N1CCN(c2ccncc2S(=O)(=O)N2CCN(C)CC2)CC1 | -5% | . | . | -12% | . | . | -8% | -3 | -1%
C/C(=N\OCC(=O)OCC(=O)N(C)c1ccccc1)c1ccc2c(c1)OCO2 | -2% | 0% | 35%[activator] | -20% | 14% | 0% | -1% | 1 | 6%
O=C(NCC1CCCO1)c1ccc2c(c1)ncn2-c1cccc(F)c1 (stereo unspecified) | i | -6% | 17% | -11% | 20% | 1% | 0% | -1 | -2%
COc1cc(NC(=S)N2CCN(C/C=C/c3ccccc3)CC2)cc(OC)c1 | -2% | -10% | -46% | -9% | 15% | 11% | 0% | -5 | 21%
O=C1NC(c2ccccc2)(C(F)(F)F)SC2=NCCCN12 (stereo unspecified) | -9% | 5% | 20% | -8% | -3%[57.1 µM] | 2%[57.1 µM] | -3% | 13 | -1%

Assay outcomes from PubChem.
